# TRPML3 agonist – activates the human TRPML3 channel. Q8TDD5. 0.29% of 220,000 active. HEK293 TRPML3-YFP, Fluo-8 calcium fluorescence; 100% = the carbachol control signal. activation, % at 3 µM;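 active = activation above its plate's cutoff, the mean activation of the plate's test wells plus 3 SD, cut at about 12% in these data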;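 also: 0% = DMSO only wells and 100% = carbachol wells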
#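 system = HEK293 cells stably carrying human TRPML3-YFP | doses = one concentration, 3 µM nominal, 0.3% DMSO | timing = dye loading 1 h 37 °C then 30 min ambient, 125 s read | detection = Fluo-8 calcium dye fluorescence, ex 470-495, em 515-575 nm | benchmarks = high control carbachol 87 µM, low control DMSO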
# CHOP inhibitor – inhibitors of CHOP induction in ER stress response | AID 2732 | CHO-K1 CHOP-promoter luciferase, tunicamycin-induced, 15-18 h | 3.8% of 220,000 active | inhibition, % at 10 µM;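 active = compounds that reduced the stress-induced luciferase reporter signal by more than about 70% of percent inhibition, limit read from the data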;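 also: 0% = tunicamycin plus vehicle and 100% = wells without tunicamycin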
# TRPN1 ag – agonists of zebrafish TRPN1 channel. HEK293 zebrafish TRPN1-YFP, Fluo-8 calcium fluorescence; 100% = response to 87 µM carbachol. activation, % at 3 µM. 0.18% of 220,000 active;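 active = activation above its plate's cutoff, the mean activation of test wells on that plate plus 3 SD, cut at about 19% in these data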;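 also: 0% = DMSO alone and 100% = 87 µM carbachol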
#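 Material: zebrafish TRPN1-YFP in HEK293 cells; Doses: single test compound dose, 3 µM nominal, 0.3% DMSO; Timing: dye loading 1 h at 37 °C, then 30 min room temperature; Technique: intracellular calcium fluorescence with Fluo-8; Benchmarks: high carbachol 87 µM, low DMSO alone.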
# p47phox inh – p47phox (human) inhibition | P14598 | p47phox/p22phox peptide binding, fluorescence polarization, 2 h | inhibition, % at 24.7 µM | 0.53% of 220,000 active | AID 1274;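 active = inhibition above about 30%, limit read from the data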;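 also: 0% = p47phox with labelled peptide and 100% = labelled peptide alone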
# Runt-SMMHC FRET – inhibitors of human RUNX1 Runt domain binding to CBFb-SMMHC | Cerulean-Runt/Venus-CBFb-SMMHC FRET ratio 530/480, 1 h | inhibition, % at 20 µM | 0.74% of 220,000 active;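 active = mean inhibition across duplicate retests at 20 µM reaching about 50%, limit read from the data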;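 also: 0% = DMSO wells and 100% = wells with excess untagged CBFb-SMMHC; inhibitors lower the FRET ratio by blocking Runt binding to CBFb-SMMHC; some results filed as inactive read as strong as hits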
# Target sequence (Q01196 whole entry, looked up, the tested form may be a part): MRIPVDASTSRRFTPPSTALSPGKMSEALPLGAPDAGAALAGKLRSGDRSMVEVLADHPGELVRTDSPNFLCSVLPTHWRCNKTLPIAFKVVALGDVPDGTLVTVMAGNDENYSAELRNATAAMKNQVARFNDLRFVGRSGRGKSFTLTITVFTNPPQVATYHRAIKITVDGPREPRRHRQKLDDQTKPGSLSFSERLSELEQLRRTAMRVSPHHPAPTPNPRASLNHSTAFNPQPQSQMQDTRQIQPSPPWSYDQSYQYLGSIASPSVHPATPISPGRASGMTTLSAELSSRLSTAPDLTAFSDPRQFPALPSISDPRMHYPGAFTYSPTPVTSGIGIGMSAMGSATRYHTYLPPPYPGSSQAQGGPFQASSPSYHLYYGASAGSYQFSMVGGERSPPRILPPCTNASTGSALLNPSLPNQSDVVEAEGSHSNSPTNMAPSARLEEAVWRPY
# Target sequence (Q13951 whole entry, looked up, the tested form may be a part): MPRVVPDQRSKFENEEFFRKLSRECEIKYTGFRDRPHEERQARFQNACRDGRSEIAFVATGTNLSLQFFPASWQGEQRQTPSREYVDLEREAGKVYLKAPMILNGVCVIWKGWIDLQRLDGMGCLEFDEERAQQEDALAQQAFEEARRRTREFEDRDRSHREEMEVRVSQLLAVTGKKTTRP
# EBV gp42 inh – inhibitors of Epstein-Barr virus glycoprotein 42; Q1HVG2; Fluorescence polarization binding assay, mP read-out; 0.42% of 220,000 active; inhibition, % (tested at 21.74 µM); in the data active = inhibition above about 50%
# Target sequence (Q1HVG2 whole entry, looked up): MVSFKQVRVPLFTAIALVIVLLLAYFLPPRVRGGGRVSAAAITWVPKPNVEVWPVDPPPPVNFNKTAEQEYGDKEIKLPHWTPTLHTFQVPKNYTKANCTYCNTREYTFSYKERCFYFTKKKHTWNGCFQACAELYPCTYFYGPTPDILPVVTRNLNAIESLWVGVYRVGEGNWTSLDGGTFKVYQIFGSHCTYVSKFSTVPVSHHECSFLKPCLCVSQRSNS
# MDM2 E3 inh – inhibitors of human Mdm2 E3 ubiquitin ligase | Q00987 | cell-based MDM2 ubiquitination luciferase reporter, 2 h; 0 = plate control, 100 = twice control, blank-subtracted | signal enhancement, % at 5 µM | 0.11% of 210,000 active;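 active = signal enhancement of 30% or more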;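 also: luminescence tracks abundance of the self-degrading MDM2-luciferase fusion protein; higher signal means inhibition of MDM2 E3 ligase activity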
#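 Timing – 2 h compound exposure at 37 °C · Assay system – mammalian cells stably expressing self-ubiquitinating, self-degrading MDM2 E3–luciferase fusion · Amount – 2000 cells seeded into each well · Measure – % luminescence enhancement versus blank-corrected plate control mean · Measured by – SteadyLite luminescence, 15 min reagent step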
# PPC-1+TRAIL kill – PPC-1 cancer cell killing with TRAIL present; 0.41% of 220,000 active; PPC-1 cells + TRAIL, ATPLite viability luminescence; cell killing (% activity), % at 4 µM;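 active = cell killing above 50% in the first pass at 4 µM, then a duplicate retest at 5 µM averaging 50% or more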;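 also: plate controls were cells with TRAIL plus DMSO for no effect and medium-only wells lacking cells for full effect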
# TNF death inh – TNF-alpha cell death inhibition in Jurkat FADD-/- cells. Jurkat FADD-/- TNF necroptosis rescue, ATP luminescence, 24 h; 0 = TNF only, 100 = no-TNF cells. 0.068% of 220,000 active. activation (protection from cell death), % at 10 µM;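 active = activation, meaning protection from cell death, of at least 50% relative to plate controls; inactive = activation below 50%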;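 also: necroptosis triggered by 40 ng/mL TNF-alpha added together with compound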
# Active calls of the source: *; / = not tested or not shown.
SMILES,TRPML3 agonist,CHOP inhibitor,TRPN1 ag,p47phox inh,Runt-SMMHC FRET,EBV gp42 inh,MDM2 E3 inh,PPC-1+TRAIL kill,TNF death inh
COC(=O)c1noc(-c2ccc(OC)cc2)n1,1.0,12,0.5,2,0,-16,1,7,-0.5
O=C1CCC([N+](=O)[O-])C(c2cccc(Cl)c2Cl)N1 (centres undefined),0.4,-13,1.7,-12,-7,-17,-12,-1,0.0
Cn1c(CCN2CCCCC2)nc2cc(NC(=O)NC3CCCCC3)ccc21,/,-4,/,-15,1,-24,4,5,/
O=C(CNC(=S)NC(=O)c1cccs1)c1ccccc1,0.5,-5,0.0,-34,-1,6,-5,7,1.7
CN(Cc1nc2ccccc2[nH]1)Cc1nc(CC2CC2)no1,0.6,-12,1.3,-5,-3,-8,-19,19,0.8
O=Cc1cn(CC(=O)N2CCCCCC2)c2ccccc12,0.2,37,1.5,2,0,-6,-8,-4,3.1
Cc1cnn(C(=S)NCc2ccco2)c1,1.1,-8,-0.2,-13,8,-12,-6,16,-1.4
O=C(OCc1nc2ccccc2[n+]([O-])c1C(=O)c1ccccc1)c1cccs1,0.1,6,-0.4,-6,10,-58,8,17,1.6
COc1ccc(NC(=O)CS(=O)CC(=O)NCC2OCCc3ccccc32)cc1 (centres undefined),0.2,9,-1.1,-17,0,-2,-7,-2,0.7
Cc1cc(C)cc(NC(=O)Cn2c(-c3ccccc3Cl)nc3ccccc32)c1,1.0,27,-1.1,-18,4,11,-10,-1,2.8
CC(C)=CCOc1ccc2ccc(=O)oc2c1,-0.3,-3,-0.6,0,0,-6,0,-9,0.5
COc1ccc(OC)c(N=c2oc3cc(O)ccc3cc2C(N)=O)c1,0.5,37,1.1,18,117*,-12,-15,24,0.4
Cc1cccc(Nc2nnc(SCC(=O)Nc3ncc(C(F)(F)F)cc3Cl)s2)c1C,-0.4,18,-0.4,-40,0,0,-16,15,1.4
CCCS(=O)(=O)N1CCCC(C(=O)NC2CCCCC2)C1 (centres undefined),0.7,20,1.1,-8,-3,-6,-15,14,-2.0
CC(=O)c1sc(NC(=O)c2ccc(Cn3cc(Br)cn3)o2)nc1C,0.0,17,-0.8,-6,2,9,12,25,0.5
COC(=O)c1sccc1-n1cc(C#N)c(=O)n(C)c1=O,1.1,3,0.0,-19,1,-6,-8,2,-1.0
O=C(NCC1CCS(=O)(=O)C1)NCC1CCS(=O)(=O)C1 (centres undefined),0.2,-10,0.9,-10,2,3,0,8,-0.3
C/C(=N/NC(=O)CNC(=O)C1COc2ccccc2O1)c1ccc2c(c1)OCCO2 (centres undefined),0.0,28,0.2,-6,2,-12,10,-18,0.4
COc1ccc(OCc2nc(C#N)c(N3CCN(c4ccc(OC)cc4)CC3)o2)cc1,0.8,52,-0.3,-4,1,4,-28,/,0.5
CSc1nc(C)c2c(n1)N(c1ccc(O)cc1)CC2,0.2,29,-1.2,-4,1,-14,-8,13,-2.1
O=C(NCc1ccccc1Cl)c1ccc(-c2ccccc2)cc1,0.4,53,-0.5,2,1,-7,2,20,1.5
CCc1ccccc1SCc1noc(C(=O)NCC2CCCO2)c1C(=O)O (centres undefined),-0.1,4,0.8,-1,-3,-14,-17,7,-0.6
CCOC(=O)c1sc2nc3c(SCC(=O)O)cc(C(=O)c4cc(F)ccc4O)cn3c(=O)c2c1C,0.5,25,0.5,-59,-22,41,-4,11,1.3
COc1cc(C(=O)NCCC(=O)NCCN2CCCCCC2)cc(OC)c1OC,1.0,26,3.7,2,4,-3,-13,15,1.3

# Laid out differently: 3 of the compounds above.
CCCS(=O)(=O)N1CCCC(C(=O)NC2CCCCC2)C1 (centres undefined)
- TRPML3 agonist: 0.7
- CHOP inhibitor: 20
- TRPN1 ag: 1.1
- p47phox inh: -8
- Runt-SMMHC FRET: -3
- EBV gp42 inh: -6
- MDM2 E3 inh: -15
- PPC-1+TRAIL kill: 14
- TNF death inh: -2.0

CCc1ccccc1SCc1noc(C(=O)NCC2CCCO2)c1C(=O)O (centres undefined)
- TRPML3 agonist: -0.1
- CHOP inhibitor: 4
- TRPN1 ag: 0.8
- p47phox inh: -1
- Runt-SMMHC FRET: -3
- EBV gp42 inh: -14
- MDM2 E3 inh: -17
- PPC-1+TRAIL kill: 7
- TNF death inh: -0.6

CCOC(=O)c1sc2nc3c(SCC(=O)O)cc(C(=O)c4cc(F)ccc4O)cn3c(=O)c2c1C
- TRPML3 agonist: 0.5
- CHOP inhibitor: 25
- TRPN1 ag: 0.5
- p47phox inh: -59
- Runt-SMMHC FRET: -22
- EBV gp42 inh: 41
- MDM2 E3 inh: -4
- PPC-1+TRAIL kill: 11
- TNF death inh: 1.3

# (continued)
SMILES,TRPML3 agonist,CHOP inhibitor,TRPN1 ag,p47phox inh,Runt-SMMHC FRET,EBV gp42 inh,MDM2 E3 inh,PPC-1+TRAIL kill,TNF death inh
Cc1ccc2c(c1)c(N=NC(N)=S)c(O)n2Cc1ccccc1,0.4,1,0.4,-1,-1,-20,-3,8,0.7
CCC(C)NC(=O)CSc1nc2n[nH]c(C)c2c(=N)n1-c1ccc(OC)cc1 (centres undefined),-0.4,61,-2.4,6,-7,-10,-5,19,-2.9
O=C(Cn1cc2c(n1)CCCC2)Nc1ccccc1Cl,0.9,36,0.7,-11,2,-15,-6,4,3.4
O=C(NNC(=O)c1cccs1)c1ccc(Cl)c(Cl)c1,0.0,7,0.2,-4,3,-12,4,-5,0.2
COc1ccc(/C=N/NC(=O)C[n+]2ccccc2)c(OC)c1OC,1.2,10,0.6,-10,2,-11,-8,0,0.6
O=S(=O)(Nn1cnnc1)c1ccccc1,0.3,1,-0.1,2,-2,-26,1,16,-0.7
O=C(CCc1ccccc1O)N/N=C/c1ccc(Sc2cccc3cccnc23)o1,0.0,58,-1.3,-29,-4,-18,-14,7,-3.4
CNC(=S)N/N=C/c1ccccc1OCC(=O)O,-0.2,28,0.7,-6,-2,-1,6,10,1.2
C[C@H](NC(N)=O)C(=O)OCC(=O)NCc1cccs1,0.0,-12,0.2,7,2,-29,-17,6,0.5
CC(=O)c1c(O)cc(C)n(Nc2nc(C)cc(C)n2)c1=O,0.7,34,0.7,-3,-5,7,/,1,-1.4
CCCN(C(=S)Nc1ccccc1)C1CCS(=O)(=O)C1 (centres undefined),1.0,7,1.5,-9,-1,-1,-11,12,-3.1
O=C(Cn1c(=O)oc2cc(S(=O)(=O)N3CCCC3)ccc21)Nc1ccc(C(F)(F)F)cc1,-0.3,46,0.5,-8,4,8,-9,-8,-1.8
Cc1ccc(C)c(N2CCN(C(=O)c3csc4ccccc34)CC2)c1,-1.5,80*,-1.5,-7,-1,13,-7,2,-1.6
CC(=C/c1ccccc1)/C=N/NC(=O)c1cc(C)oc1C,0.2,26,1.1,-18,1,2,-29,48,-1.0
CCCCCC(=O)N1CCN(CCN=CC2=C(O)CC(c3cccs3)CC2=O)CC1 (centres undefined),-0.4,18,-0.2,-21,1,-6,-23,-9,-1.8
Cc1nc2c(Cl)c(C)nn2c2c1CCC2,0.2,10,-0.8,7,-1,-3,9,7,0.6
COc1ccc(OC)c(Nc2ccc(C(=O)O)cc2[N+](=O)[O-])c1,-0.1,1,-0.7,-34,-3,-18,-16,3,1.9
COc1ccc2nc(NC(=O)CCN3C(=O)c4ccccc4C3=O)sc2c1,-0.4,10,0.4,-4,-2,-12,-18,24,-0.3
O=C(NCc1ccccn1)c1c(Cl)cccc1Cl,0.9,-2,-1.2,-11,1,2,-7,6,0.2
CCOC(=O)c1cnn(-c2ccccc2)c1-n1cccc1C(=O)C(=O)N(CC)CC,-0.1,11,-1.7,-3,-9,-15,-19,15,-0.1
Cc1ccc(NC(=O)Nc2ccc(S(N)(=O)=O)cc2)cc1,0.6,-2,-0.3,-10,-3,9,-8,8,0.0
N#CC1CC(c2ccccc2)Nc2cc(Cl)ccc2N1 (centres undefined),0.6,-11,0.9,-1,-8,-11,-2,36,9.2
COC(=O)c1ccccc1NC(=O)Nc1nnc(N2CCC(C)CC2)s1,0.9,55,6.1,-6,1,-8,-14,47,0.1
CCOC(=O)c1ccc(NNC(=O)CC)c([N+](=O)[O-])c1,0.8,-6,-0.7,-8,-1,-19,-10,10,1.1
O=C(Nc1ccc(F)c([N+](=O)[O-])c1)c1ccc2c(c1)OCCO2,4.2,-31,9.9,4,0,-1,-12,17,0.7
COc1ccc(N/N=C(\C#N)C(=N)N2CCCCC2)cc1,-0.2,6,0.0,4,-8,3,-1,16,3.2
Cc1ccc2c(c1)c(CC(=O)Nc1ccc(C)c(F)c1)c(C(=O)O)n2C,0.5,10,-0.1,-15,-8,-13,-1,8,0.9
CCOC(=O)C1(Cc2cccc(OC)c2)CCN(Cc2ccc(C)s2)CC1,-0.3,23,0.3,-2,1,-1,-7,14,0.0
Clc1ccc(Cn2ncc3c(N4CCCCC4)ncnc32)c(Cl)c1,0.8,9,1.6,-7,-5,-1,-14,12,-1.0
CCOC(=O)c1c(C)oc2ccc(OCc3cc(C(=O)OC)oc3C)cc12,0.5,-8,-1.0,-7,-4,-1,-12,26,-0.6
COc1ccc(N2C(=O)CSC2c2cccc(OC)c2OC)cc1 (centres undefined),-0.6,27,-0.3,1,4,7,-84,-3,14
O=C(CNC(=O)c1ccncc1)N/N=C/c1cccc([N+](=O)[O-])c1,-0.3,0,1.2,-1,2,-2,-8,28,-0.7
COC(=O)c1cccc(Nc2cc(C)nc(-c3ccccc3O)n2)c1,0.8,33,-0.6,-13,-6,-16,0,5,4.5
COc1ccc(C(=O)c2ccccc2)c2c(O)ccc(C(=O)c3ccccc3)c12,0.0,86*,0.4,-4,8,2,0,4,-10
Cc1ccc(CC(NC(=O)c2ccccc2)C(=O)NC(C)C(=O)O)cc1 (centres undefined),0.9,-1,-0.3,8,1,9,-16,-10,-0.3
COc1ccc(C(C(O)C(=O)c2c[nH]c3ccccc23)N2CCN(c3ccc(OC)cc3)CC2)cc1 (centres undefined),1.5,-22,2.8,-6,-2,-22,-6,42,0.4
COc1ccc(CSc2nncn2N)cc1[N+](=O)[O-],1.1,8,1.5,-4,4,-8,-7,17,1.9
O=C(/C=C/c1cnc2ccccc2n1)NC1CCCCCC1,0.3,-9,-0.1,-11,-49,3,-14,14,3.0
CCN(CC)S(=O)(=O)c1ccc(NC(=S)NC(=O)CC(C)C)cc1,3.2,44,3.6,-2,2,11,1,10,4.0
CCCn1c(SCC(=O)Nc2c(C)cccc2C)nnc1C(C)C,1.0,-4,0.3,0,2,-16,-5,14,0.2
COc1ccc(CC(=O)Nc2cccc(-c3ccc4nncn4n3)c2)cc1OC,2.6,5,3.6,-2,2,6,-15,11,-4.3
CCOC(=O)c1sc2nc(C)c([N+](=O)[O-])c(COC)c2c1N,0.4,24,0.7,3,-7,-6,-4,18,0.7
COc1ccc(C(=O)c2ccc(OC)cc2OC)cc1,0.2,-10,-1.4,-11,0,0,-6,3,-10
O=C(NCc1ccc(-c2nc3ccccc3s2)cc1)c1ccco1,1.1,33,3.0,-15,-5,-8,-7,17,0.7
